# MT stabilizer: microtubule stabilization, imaging screen; HeLa tubulin immunostaining HCS, 24 h; share of cells brighter than vehicle mean+2SD; % tubulin-high responders, % at 10 µM; 200,000 compounds, 0.83% hits;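 active = plate Z-score above 3 for both tubulin-high and condensed-nucleus cell shares, with cell loss under 80%, at 10 µM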;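 also: anti alpha tubulin signal scored within the nucleus-defined area of each cell; some results filed as inactive read as strong as hits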
# Myeloid diff MLP: myeloid differentiation induction; ER-HoxA9 myeloid progenitors, lysozyme-GFP differentiation, flow cytometry; calls only at 10 µM; 360,000 compounds, 1% hits;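 active = normalized GFP-positive differentiation at or above the plate's own cutoff, the solvent-only control mean plus 3 SD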;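 also: cells exposed to compound for four days before flow analysis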
# West Nile antiviral: West Nile virus antiviral activity, cell-based, CPE readout (AID 1621); West Nile virus-infected cells, CPE inhibition; higher % means a stronger effect; one-dose CPE inhibition, % at 10 µM; IC50 in µM for titrated hits; 290,000 compounds, 0.02% hits; in the data active = a potency from the dose series; also: strong numbers were not always called active
# bCat nuc transl: modulators of beta-catenin nuclear translocation; nuclear translocation activity, % at 5 µM; HeLa beta-catenin nuclear translocation, immunofluorescence imaging; 190,000 compounds, 0.3% hits;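 active = nuclear translocation activity above 50% at 5 µM, with a well cell count of 50 or more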;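 also: per-cell ratio of nuclear to cytoplasmic median beta-catenin stain intensity; plate controls were DMSO negative control for no effect and GSK-3 inhibitor IX positive control for full effect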
#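 Test system: HeLa cells, endogenous beta-catenin; Compound: single 5 µM dose plus 0.02–20 µM confirmation series; Times: compound exposure 24 h at 37°C; Signal: fluorescence imaging of beta-catenin antibody stain plus DAPI; Read-out: % activation, nuclear-to-cytoplasmic median beta-catenin signal ratio per cell.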
# T cell modulator: T cell immune modulation candidate. 2C CD8+ T cell-vesicle binding, flow cytometry; hits give low values. calls only at 7 µM. 330,000 compounds, 0.068% hits. AID 2052;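 active = response, share of CD8 T cells binding vesicles, and their 90th percentile fluorescence all below set limits, cut at about 80% in these data, passing the limit was not always enough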
#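 material = purified 2C TCR transgenic mouse naive CD8+ T cells | controls = Unloaded micro-vesicles (low), QL9 vesicles with 0.7% DMSO (high) | detection = cytometric PE anti-B7-1 and Alexa647 anti-CD8 signals after 1% paraformaldehyde fixation | incubation = binding step 1.5 h, 37 °C, antibody labelling 20 min, ice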
# Hep lipid drop: modulators of hepatic lipid droplet formation; 240,000 compounds, 0.4% hits; AML12 mouse hepatocytes, oleate lipid droplets, BODIPY imaging; inhibition, % at 6.5 µM;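 active = lipid droplet intensity inhibited by at least 50%, with more than 500 cells counted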
#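 Assay system: AML12 mouse liver cells | Compound: 6.5 µM single-point dosing | Schedule: Overnight exposure | Technique: Fluorescence imaging, 20x objective, two fields per well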
# Ins promoter up: MIN6 insulin promoter up-regulation; z-score at 5 µM; MIN6 insulin promoter-GFP reporter, high-content imaging; hits give high values; 190,000 compounds, 0.3% hits; AID 1625;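 active = z-score above 3 at 5 µM with at least 500 cells counted in the well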
# WT yeast gro inh: growth inhibition of WT yeast, mitochondrial fusion screen | mitochondrial fusion phenotypic screen, WT strain | inhibition, % at 10 µM | 190,000 compounds, 2.1% hits; in the data active = inhibition above about 58%; tested in S. cerevisiae
# Autophagy mod: autophagy modulation, high-content screen | MEF GFP-LC3 puncta imaging; test concentration mostly 10 µM | AID 463193 | 190,000 compounds, 0.98% hits | calls only at 10 µM (by protocol);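 active = percentage of spot-positive cells more than 3 SD above its plate mean, without a fluorescence outlier flag or 80% toxicity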;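 also: spot-positive cell cutoff set from DMSO-treated cells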
# WT yeast gro inh mutant strain: further read-out of WT yeast gro inh, marked with its call; inhibition, %; mitochondrial fusion phenotypic screen, mutant strain inhibition
# Ins promoter up cell count: further read-out of Ins promoter up, marked with its call; cell count; measured here: cytotoxicity, nuclei count;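 total cells summed across four imaged fields per well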
# Hep lipid drop cells 6.5 µM: recorded beside Hep lipid drop, whose call it bears; cell count; measured here: cell count, cytotoxicity flag;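 cells counted across two imaged fields per well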
# bCat nuc transl cell count 5 µM: further read-out of bCat nuc transl, marked with its call; cell count; measured here: cell count, cytotoxicity flag
# T cell modulator vesicle-bound %: recorded beside T cell modulator, whose call it bears; double positive events, %; measured here: CD8+ vesicle-bound cell fraction;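 binding gate set so that unloaded-vesicle control wells show 10% double positive cells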
# MT stabilizer Hoechst-high %: also measured in MT stabilizer; calls as there; % Hoechst-high responders; measured here: nuclear condensation Hoechst responders;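 share of cells brighter than vehicle mean plus two SD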
# MT stabilizer cytotoxicity %: also measured in MT stabilizer; calls as there; toxicity, %; measured here: cytotoxicity by cell density;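 0% = mean cell density of plate MIN control wells and 100% = no cells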
# Autophagy mod cell loss 18 h: further read-out of Autophagy mod, marked with its call; toxicity, %; measured here: cell loss, nuclei count;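 cell loss after 18 h compound exposure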
# Myeloid diff MLP GFP+ MAC1+ %: further read-out of Myeloid diff MLP, marked with its call; GFP+ MAC1+ double positive, %; measured here: differentiation confirmed by MAC1 staining
# Starred values were filed as active, the others as inactive; i = inactive; / = no result given; + = active, no number. This is a random part of the collection; overall some 3.9% were active at least once.
SMILES,MT stabilizer,MT stabilizer Hoechst-high %,MT stabilizer cytotoxicity %,Myeloid diff MLP,Myeloid diff MLP GFP+ MAC1+ %,West Nile antiviral,bCat nuc transl,bCat nuc transl cell count 5 µM,T cell modulator,T cell modulator vesicle-bound %,Hep lipid drop,Hep lipid drop cells 6.5 µM,Ins promoter up,Ins promoter up cell count,WT yeast gro inh,WT yeast gro inh mutant strain,Autophagy mod,Autophagy mod cell loss 18 h
Cn1nc(-c2ccccc2)c(-c2nc(-c3cccc(C(F)(F)F)c3)no2)c1Cl,2.7,2.2,7.5,i,0.1,-0.1%,-17,1200,i,42,11,737,/,/,10,-9,i,-2
CCOC(=O)N1CCC(NC(=O)c2cc(C(=O)Nc3cccc(OC)c3)ccc2CO)CC1,2.1,2.9,8.5,i,0.5,-0.3%,/,/,i,41,23,760,-0.39,800,-7,-19,i,1
O=C(NC(=S)Nc1c(F)cc(F)cc1Br)c1ccc2c(c1)OCCO2,4.9,1.8,4.5,i,1.1,0.3%,0.5,1066,i,42,-2,683,0.12,1594,7,12,i,9
CC1CN(c2nc3ccccc3nc2C(C#N)C(=O)NCc2ccc3c(c2)OCO3)CC(C)O1 (stereo not drawn),2.7,1.8,25,i,1.2,0.1%,/,/,i,55,8,658,-0.09,1320,15,18,i,0
COc1ccc(S(=O)(=O)Nc2cc(C(=O)NCCCOC(C)C)ccc2N2CCOCC2)cc1,3.7,4.1,8.0,i,0.1,-0.1%,/,/,i,22,2,686,0.03,1288,-6,21,i,0
O=C(Nc1ccc([N+](=O)[O-])cc1Br)c1cccnc1,6.3,3.5,8.7,i,0.8,-0.8%,-2.0,539,i,42,-12,680,0.68,1285,2,-18,i,1
COc1ccc(CN2CCN(C(=O)CC(C)C)CC2)c2ccccc12,2.4,3.0,15,i,2.3,/,-1.3,1151,i,33,-6,726,1,1244,0,6,i,-2
O=C(N1CCOCC1)n1nnc2ccccc21,1.9,1.8,7.4,i,1.4,/,-3.1,823,i,18,/,/,1.7,1192,-10,-7,i,63
ClC(Cl)(Cl)c1nc(N/N=C/c2ccncc2)c2ccccc2n1,2.5,2.7,6.2,i,0.4,-0.2%,-1.2,1010,i,63,25,679,-0.64,1333,17,-3,i,4
Cc1ccc(CCc2nnc(SCC(=O)Nc3cccc(Cl)c3)n2-c2ccccc2)o1,4.1,2.9,9.9,i,0.7,/,-0.7,1144,i,47,-2,646,-0.38,1583,-5,-14,i,-7
CCOC(=O)NC(Nc1nnc(SCC)s1)(C(F)(F)F)C(F)(F)F,5.0,2.8,9.7,i,1.2,0.1%,-6.2,1187,i,31,7,764,/,/,-1,-1,i,-1
O=C(NCC1CCCO1)Nc1ccccc1 (stereo not drawn),1.4,1.6,6.8,i,0.4,0.7%,/,/,i,33,13,730,0.33,883,8,16,i,1
CCCCN=C(C)C1=C(O)CSC1=O,5.7,3.3,8.6,i,0.6,0.0%,-4.2,889,i,32,/,/,-0.03,1147,10,-1,i,-6
N/C(=N\OCC(=O)Nc1ccccc1)c1nonc1N,2.4,1.9,3.8,i,0.5,-0.3%,-2.2,1124,i,10,-4,698,0.27,1485,2,-3,i,-5
CCOc1ccccc1NC(=O)Nc1cccc(NC(C)=O)c1,/,/,/,i,0.9,-0.5%,-0.3,1379,i,26,2,729,-0.45,1026,/,/,/,/
Cc1cccc(N/C=C(\[N+](=O)[O-])S(=O)(=O)c2ccccc2)c1,1.5,2.2,6.9,i,0.4,-0.5%,0.6,1154,i,59,4,672,-0.86,1071,-20,11,i,17
CC(C)N1CCC(=NNC(=O)c2ccc(Br)o2)CC1,3.3,2.0,5.8,i,0.6,0.2%,-0.2,1441,i,52,/,/,1.3,1588,-15,-14,i,17
COCCCNC(=O)c1ccc(OC)c(OC2CCN(C(C)C)CC2)c1,/,/,/,i,0.5,-0.4%,/,/,i,57,4,857,/,/,/,/,/,/
COc1ccc(CC(=O)Nc2cccc(-c3nnc(-c4ccco4)o3)c2)cc1,5.1,2.3,0.5,i,0.0,/,/,/,i,58,/,/,/,/,3,1,i,-8
CC1=C(C(=O)OCc2ccccc2)C(c2ccccc2Br)NC(=O)N1 (stereo not drawn),/,/,/,i,0.6,-1.3%,/,/,i,63,-10,838,/,/,/,/,/,/

# Rewritten with bars between the fields: entries from further up
SMILES | MT stabilizer | MT stabilizer Hoechst-high % | MT stabilizer cytotoxicity % | Myeloid diff MLP | Myeloid diff MLP GFP+ MAC1+ % | West Nile antiviral | bCat nuc transl | bCat nuc transl cell count 5 µM | T cell modulator | T cell modulator vesicle-bound % | Hep lipid drop | Hep lipid drop cells 6.5 µM | Ins promoter up | Ins promoter up cell count | WT yeast gro inh | WT yeast gro inh mutant strain | Autophagy mod | Autophagy mod cell loss 18 h
CCOc1ccccc1NC(=O)Nc1cccc(NC(C)=O)c1 | / | / | / | i | 0.9 | -0.5% | -0.3 | 1379 | i | 26 | 2 | 729 | -0.45 | 1026 | / | / | / | /
Cc1cccc(N/C=C(\[N+](=O)[O-])S(=O)(=O)c2ccccc2)c1 | 1.5 | 2.2 | 6.9 | i | 0.4 | -0.5% | 0.6 | 1154 | i | 59 | 4 | 672 | -0.86 | 1071 | -20 | 11 | i | 17
CC(C)N1CCC(=NNC(=O)c2ccc(Br)o2)CC1 | 3.3 | 2.0 | 5.8 | i | 0.6 | 0.2% | -0.2 | 1441 | i | 52 | / | / | 1.3 | 1588 | -15 | -14 | i | 17
COCCCNC(=O)c1ccc(OC)c(OC2CCN(C(C)C)CC2)c1 | / | / | / | i | 0.5 | -0.4% | / | / | i | 57 | 4 | 857 | / | / | / | / | / | /
COc1ccc(CC(=O)Nc2cccc(-c3nnc(-c4ccco4)o3)c2)cc1 | 5.1 | 2.3 | 0.5 | i | 0.0 | / | / | / | i | 58 | / | / | / | / | 3 | 1 | i | -8
CC1=C(C(=O)OCc2ccccc2)C(c2ccccc2Br)NC(=O)N1 (stereo not drawn) | / | / | / | i | 0.6 | -1.3% | / | / | i | 63 | -10 | 838 | / | / | / | / | / | /

# More structures follow:
SMILES,MT stabilizer,MT stabilizer Hoechst-high %,MT stabilizer cytotoxicity %,Myeloid diff MLP,Myeloid diff MLP GFP+ MAC1+ %,West Nile antiviral,bCat nuc transl,bCat nuc transl cell count 5 µM,T cell modulator,T cell modulator vesicle-bound %,Hep lipid drop,Hep lipid drop cells 6.5 µM,Ins promoter up,Ins promoter up cell count,WT yeast gro inh,WT yeast gro inh mutant strain,Autophagy mod,Autophagy mod cell loss 18 h
CCn1c(/C=C/N(C(C)=O)c2ccccc2)[n+](CCCS(=O)(=O)[O-])c2cc(Cl)c(Cl)cc21,1.5,1.9,0.6,i,0.4,0.3%,0.4,1570,i,57,-17,628,0.11,1085,12,9,i,11
COC(=O)c1sccc1Oc1ccc(F)cc1[N+](=O)[O-],1.0,0.8,6.2,/,/,0.7%,-6.4,1342,i,6,6,790,/,/,-1,-1,i,-4
O=C1CC(c2ccccc2)=Nc2ccc(Br)cc2N1,4.6,3.0,6.6,i,0.4,-0.7%,-0.1,1057,i,57,30,668,0.01,1179,-22,1,i,3
CCOC(=O)C1(Cc2cccc(OC)c2)CCN(C(C)CC(C)(C)O)CC1 (stereo not drawn),1.2,1.9,7.9,i,0.1,-0.7%,-1.1,1044,i,34,-13,648,1.3,1659,-1,20,i,29
Cc1ccc(NC(=O)c2cn(-c3cccc(C)n3)cn2)cc1,2.7,1.8,6.1,i,1.4,0.0%,0.3,1400,i,25,/,/,1.5,1526,6,8,i,-6
COc1ccc(S(=O)(=O)NCC2CCCN(Cc3ccc(OC)cc3F)C2)cc1 (stereo not drawn),/,/,/,i,1.7,-0.2%,/,/,i,28,4,662,/,/,/,/,/,/
CCOc1ccc2nc(NCCNC(=O)C(C)C)c(C)cc2c1,4.7,2.6,4.5,i,1.3,-0.9%,1.1,1166,i,21,/,/,/,/,3,1,i,12
O=C(Nc1ccncc1)c1cc(F)cc(F)c1,2.9,2.1,7.8,i,1.1,0.1%,-1.2,1384,i,15,/,/,0.37,1369,-6,-3,i,0
CC(=O)Nc1ccc(S(=O)(=O)NCCSCc2ccc(Cl)cc2Cl)cc1,1.8,1.0,3.4,i,0.4,-0.8%,0.9,1187,i,42,/,/,-0.33,1507,16,37,i,25
Cc1c(NS(=O)(=O)c2ccc3[nH]c(=O)[nH]c3c2)c(=O)n(-c2ccccc2)n1C,2.5,1.9,2.5,i,1.2,0.1%,1.2,1179,i,39,13,833,-0.46,1436,1,4,i,-2
O=C(Nc1cccc(Cl)c1)OCCN1CCN(Cc2ccccc2)CCC1=O,3.5,3.0,11,i,0.7,-1.5%,/,/,i,52,-16,705,-0.3,944,24,-2,i,8
O=C(Cn1ncc2c(=O)oc3ccccc3c21)NCC1COc2ccccc2O1 (stereo not drawn),2.7,3.5,3.1,i,2.5,0.1%,/,/,i,65,/,/,0.05,982,9,2,i,4
Cc1ccc(-c2nnc(SCCC(=O)N3CCOCC3)o2)cc1,2.5,2.4,6.7,i,0.7,-0.1%,-1.7,1061,i,13,5,722,-0.26,1254,3,-9,i,-3
Cc1c(C(=O)Oc2cc(N)n(S(C)(=O)=O)n2)cccc1[N+](=O)[O-],3.8,1.9,8.5,i,0.8,0.3%,0.2,1127,i,70,-27,652,-0.14,1342,5,4,i,1
Cc1ccc(C)c(OCC(O)CN2CCCCC2C)c1 (stereo not drawn),1.8,1.5,10,i,0.3,-0.2%,2.9,1130,i,33,/,/,-0.47,1126,5,37,i,0
CCCCCc1cc(=O)oc2c(C(CCN3CCCCC3)c3ccc4c(c3)OCO4)c(OC)cc(OC)c12 (stereo not drawn),/,/,/,+,6.3*,-2.3%,-1.8,1127,i,46,25,737,-1.8,721,/,/,/,/
CCN1CCN(C(=S)NC(CC(=O)c2ccccc2)c2ccccc2)CC1 (stereo not drawn),/,/,/,i,0.8,0.2%,-1.0,1366,i,37,7,703,-1.1,1444,/,/,/,/
COc1cccc(CNC(=O)CCCC(=O)NC(C)CCc2ccccc2)c1 (stereo not drawn),/,/,/,i,0.1,0.7%,/,/,i,62,3,769,/,/,/,/,/,/
CCOC(=O)Cn1c2ccc(F)cc2c2nc(C)sc21,2.2,2.6,5.6,i,0.5,0.3%,-2.4,1079,i,40,-17,722,3.7*,1362*,1,-17,i,-1
